High-throughput results deposited in PubChem by Broad Institute.
ARNT TACC3 PPI = disruptors of ARNT/TACC3 protein interaction, primary screen, biochemical, AlphaScreen, single concentration; AlphaScreen His-ARNT PAS-B/GST-TACC3 binding, luminescence; TACC3 fragment carries E629A point mutation; inhibition, % at 9.99 µM; 390,000 compounds, 0.66% hits; AID 623870, 2012;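 active = mean inhibition of replicates at least 50% and at least half of replicates each reaching 50%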;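 also: 0% = complete ARNT plus TACC3 wells and 100% = ARNT alone without TACC3; many hits fall short of the cut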
ERp5 block = inhibitors of ERp5-driven insulin aggregation, primary screen, biochemical, turbidity, absorbance 650 nm, single point; 90 min; inhibition, % at 9.99 µM; 350,000 compounds, 0.05% hits; AID 651711, 2012;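 active = mean replicate inhibition above about 25%, with every replicate also reaching it, limit read from the data, passing the limit was not always enough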
Target sequence (Q15084 whole entry, looked up): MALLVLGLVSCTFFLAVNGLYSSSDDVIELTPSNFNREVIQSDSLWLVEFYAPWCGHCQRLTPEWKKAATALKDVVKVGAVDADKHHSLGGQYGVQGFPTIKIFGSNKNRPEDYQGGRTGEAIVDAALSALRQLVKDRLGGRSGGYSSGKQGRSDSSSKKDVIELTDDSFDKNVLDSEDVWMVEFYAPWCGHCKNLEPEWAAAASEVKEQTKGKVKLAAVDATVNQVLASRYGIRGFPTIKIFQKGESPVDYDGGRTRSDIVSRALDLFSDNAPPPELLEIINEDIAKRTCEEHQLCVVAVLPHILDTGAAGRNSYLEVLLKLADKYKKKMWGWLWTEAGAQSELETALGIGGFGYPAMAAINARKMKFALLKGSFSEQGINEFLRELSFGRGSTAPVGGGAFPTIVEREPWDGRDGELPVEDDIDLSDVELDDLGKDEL
miR122 inh = miR-122 Renilla sensor signal increase in Huh7, primary screen, miR-122 inhibitor project, cell-based, single point, plate reader; activation (reporter increase), % at 12.5 µM; 340,000 compounds, 0.3% hits; Huh7 miR-122 Renilla luciferase sensor, 48 h; neutral wells = 0, positive control = 100;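 active = mean replicate activation score at least 90 and every replicate individually at or above 90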;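 also: higher luciferase means less miR-122 activity so hits act as miR-122 inhibitors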
SIRT5 inh = SIRT5 desuccinylase inhibitors, primary screen, biochemical, fluorescence imaging, single point, set 5 | NAD-dependent protein deacylase sirtuin-5, mitochondrial (Homo sapiens), Q9NXA8 | Purified SirT5, succinyl-peptide AMC, trypsin-coupled fluorescence | inhibition, % at 15 µM | 330,000 compounds, 1.1% hits; in the data active = inhibition above about 15%
Target sequence (Q9NXA8 whole entry, looked up): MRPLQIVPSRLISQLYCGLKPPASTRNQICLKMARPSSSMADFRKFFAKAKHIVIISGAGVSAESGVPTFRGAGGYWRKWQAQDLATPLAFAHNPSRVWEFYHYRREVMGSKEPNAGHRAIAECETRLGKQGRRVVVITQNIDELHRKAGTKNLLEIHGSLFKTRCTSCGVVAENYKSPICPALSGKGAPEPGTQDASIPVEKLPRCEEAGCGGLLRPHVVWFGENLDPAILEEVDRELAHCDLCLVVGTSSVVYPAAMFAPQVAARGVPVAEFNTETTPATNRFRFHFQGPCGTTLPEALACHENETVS
C2C12 statin = suppressors of statin myotoxicity in C2C12 myotubes, primary screen, cell-based, single point, plate reader | C2C12 myotubes + simvastatin, ATP luminescence, 48 h; scaled: DMSO 0, geranylgeraniol control 100 | rescue of ATP level, % at 7.49 µM | 330,000 compounds, 0.78% hits;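 active = mean ATP rescue above about 67%, or every replicate alone reaching that limit, limit read from the data, passing the limit was not always enough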;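 also: myotubes were challenged with 10 µM simvastatin during compound exposure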
esBAF inh = Bmi1 luciferase reporter increase in mESCs, primary screen, esBAF inhibitor project, mouse ES cells, Bmi1 luciferase knock-in, single point | 24 h; 100% = twice the neutral-well signal | reporter increase, % at 12.5 µM | 350,000 compounds, 2% hits | AID 602393, 2012; in the data active = activation above about 40%;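 also: 0% = median of the plate's neutral control wells and 100% = double that signal; a rise in the Bmi1 reporter signal indicates esBAF inhibition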
Cneo AK release = Cryptococcus neoformans cell lysis inducers, primary screen, AK release luminescence, single concentration | C. neoformans lysis, adenylate kinase release luminescence, 4 h; normalised: neutral wells 0, clomiphene wells 100 | AID 651654, 2012 | lysis activity, % at 15 µM | 360,000 compounds, 0.2% hits;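 active = mean lysis activity across replicates of at least 80%, whatever share of replicates individually reach that level; inactive = mean lysis activity below 80%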
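Material: C. neoformans cells | Amount: Yeast cell density of 5 × 10^6 cells/mL | Medium: Fresh YPD growth medium | Dosing: Single dose | Times: Static 4 h at 37 °C with compound, 1 h detection | Detection: AK luminescence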
* = called active by the depositor; . = no result given; [ ] = another dose, or the depositor's remark.

cpd	structure	ARNT TACC3 PPI	miR122 inh	SIRT5 inh	C2C12 statin	ERp5 block	esBAF inh	Cneo AK release
1	C[C@@H]1CN([C@@H](C)CO)S(=O)(=O)c2ccc(-c3cccc(F)c3)cc2O[C@H]1CN(C)S(C)(=O)=O	26.2	-7.8[16.7 µM]	-2.6	-21.6	-1.9	0.6	-0.1
2	Cc1cc(O)c(N=Nc2ccc(C(=O)O)cc2)cc1C	4.3	6.2	-1.9	-22.4	5.5	67.2*	-0.4
3	NC(=S)n1[nH]c(-c2ccc([N+](=O)[O-])cc2)c(N=Nc2ccc(Cl)cc2)c1=O	4.1	-1.6	.	-1.3	.	-12.3	.
4	Cc1sc2nc(N3CCOCC3)[nH]c(=O)c2c1-c1ccccc1	-6.9	.	31.3*	.	-1.3	.	.
5	COC(CNC(=O)C(=O)NCC1CCCN1S(=O)(=O)c1cccs1)OC (stereo unspecified)	3.5	.	3.0	0.6	-1.7	-7.5	-0.8
6	O=C(/C=C/c1ccco1)N1CCN(S(=O)(=O)c2cccc([N+](=O)[O-])c2)CC1	-3.1	.	0.1	4.0	0.2	-4.8	1.7
7	CC(C)C#Cc1cnc2c(c1)C(=O)N([C@@H](C)CO)C[C@@H](C)[C@H](CN(C)C(=O)Nc1cccc(F)c1)O2	20.8	-0.9[16.7 µM]	1.8	16.6	-5.1	-0.4	-1.8
8	Cc1ccc(C(=O)NCC(=O)OC(C)C(=O)Nc2ccc(N(C)C)cc2)cc1C (stereo unspecified)	1.5	-6.2	13.4	15.8	-1.2	-5.0	.
9	C=CC[C@@H](CC(=O)N[C@H](CO)Cc1ccccc1)C(=O)N[C@@H](C)COC(=O)[C@@H](CC=C)CC(=O)OC(C)(C)C	-5.6	1.4	.	-14.0	0.5	-0.4	-2.4
10	CC1(C(=O)NS(=O)(=O)c2ccc(Cl)cc2)CCN1C(=O)c1ccc(C2CCCCC2)cc1 (stereo unspecified)	.	-1.8	.	3.0	-1.1	1.8	2.2
11	CNC(=O)C[C@@H]1CC[C@@H]2[C@H](COc3ccc(NS(=O)(=O)c4ccccc4C)cc3C(=O)N2C)O1	-15.3	2.8[16.7 µM]	3.3	7.0	0.5	2.4	-8.5
12	C[C@@H]1CN([C@@H](C)CO)C(=O)c2cc(NC(=O)Nc3ccc4c(c3)OCO4)ccc2O[C@H]1CN(C)C(=O)NC1CCCCC1	-4.5	2.1[16.7 µM]	-5.0	0.0	-0.8	11.5	-1.4
13	CSc1nnc(C)c(/C=C/Nc2ccc(C)cc2)n1	1.6	-10.1	.	23.2	.	6.9	0.8
14	COc1cc(NC(=O)CSc2ncnc3c2cnn3Cc2ccccc2)cc(OC)c1	-5.7	-8.4	.	.	.	.	-0.3
15	Cc1[nH]n(-c2ccccc2)c(=O)c1C=NCc1ccncc1	19.6*	1.0	0.6	3.4	-10.2	5.3	-9.1
16	COc1ccc(S(=O)(=O)Nc2ccc3c(c2)CCC3)cc1	-6.2	.	-1.7	.	-0.4	.	.
17	CN(C)Cc1cc(OCc2ccccc2)cc(CN(C)C)c1O	.	-2.6	-3.4	5.6	8.0	-0.8	0.5
18	Cc1cc(C)cc(NC(=O)COC(=O)Cc2ccccc2F)c1	-1.8	5.4	-1.4	-2.3	4.2	-2.7	-1.0
19	O=C(OCC(=O)N1CCCC1)c1cc2c(cc1[N+](=O)[O-])OCCO2	-10.4	2.3	-2.5	-5.9	-1.8	-9.0	0.5
20	C/C(=N/N1CCN(c2ccccn2)CC1)c1cccc([N+](=O)[O-])c1	7.7	-18.4	-1.8	-6.7	-1.7	3.0	0.0

Looked up one by one from the list above (2):
cpd	structure	ARNT TACC3 PPI	miR122 inh	SIRT5 inh	C2C12 statin	ERp5 block	esBAF inh	Cneo AK release
5	COC(CNC(=O)C(=O)NCC1CCCN1S(=O)(=O)c1cccs1)OC (stereo unspecified)	3.5	.	3.0	0.6	-1.7	-7.5	-0.8
4	Cc1sc2nc(N3CCOCC3)[nH]c(=O)c2c1-c1ccccc1	-6.9	.	31.3*	.	-1.3	.	.

Molecules shown so far that contain an aryl methoxy group:
cpd	structure	ARNT TACC3 PPI	miR122 inh	SIRT5 inh	C2C12 statin	ERp5 block	esBAF inh	Cneo AK release
14	COc1cc(NC(=O)CSc2ncnc3c2cnn3Cc2ccccc2)cc(OC)c1	-5.7	-8.4	.	.	.	.	-0.3
16	COc1ccc(S(=O)(=O)Nc2ccc3c(c2)CCC3)cc1	-6.2	.	-1.7	.	-0.4	.	.

2 neighbouring entries from above:
cpd	structure	ARNT TACC3 PPI	miR122 inh	SIRT5 inh	C2C12 statin	ERp5 block	esBAF inh	Cneo AK release
6	O=C(/C=C/c1ccco1)N1CCN(S(=O)(=O)c2cccc([N+](=O)[O-])c2)CC1	-3.1	.	0.1	4.0	0.2	-4.8	1.7
7	CC(C)C#Cc1cnc2c(c1)C(=O)N([C@@H](C)CO)C[C@@H](C)[C@H](CN(C)C(=O)Nc1cccc(F)c1)O2	20.8	-0.9[16.7 µM]	1.8	16.6	-5.1	-0.4	-1.8

Additional structures follow:
cpd	structure	ARNT TACC3 PPI	miR122 inh	SIRT5 inh	C2C12 statin	ERp5 block	esBAF inh	Cneo AK release
21	CCOC(=O)CC1(c2ccc(OC)c(OC)c2)C(=O)c2ccccc2C1=O	4.0	-8.3	1.2	0.1	-2.8	4.8	.
22	Cn1c(=S)c2[nH]c(SCC3CCCO3)nc2n(C)c1=O (stereo unspecified)	0.8	.	0.4	.	-2.5	.	.
23	Cc1cccc(NC(=O)CSCC(=O)NNC(=O)c2ccoc2C)c1	1.7	0.8	-0.8	-3.3	4.9	1.1	2.2
24	O=C(NC1CCCCC1)N1CCN(CCc2ccccc2)CC1	-3.2	-1.9	.	-3.8	.	-0.4	-1.1
25	COc1cc(/C=C2\SC(N3CCC(C)CC3)=NC2=O)ccc1O	4.1	.	4.6	1.0	-0.2	-2.9	-1.8
26	O=C(O)c1ccc(N2C(=O)CC(SC(=Nc3ccccc3)Nc3ccccc3)C2=O)cc1 (stereo unspecified)	-0.3	.	-0.7	.	3.2	.	.
27	CCOC(=O)c1cc(C#N)c(Oc2ccccc2OC)nc1-c1ccccc1	2.3	-6.4	.	12.0	.	-10.3	-0.2
28	Cc1ccccc1-n1nnnc1SCC(C)C	0.7	-12.9	-6.3	-16.0	0.4	0.4	.
29	O=C(CCCCC(=O)Nc1ccccc1Cl)Nc1ccccc1Cl	7.7	8.2	-3.2	-3.4	0.4	-5.7	5.6
30	Cc1ccc(C2c3[nH]c4ccccc4c3C[C@H]3C(=O)N(c4ccccc4C(=O)NCCCN4CCOCC4)C(=O)N23)cc1 (stereo partly specified)	0.3	-2.4	-0.6	-5.2	7.2	7.8	0.0
31	O=c1cc(-c2ccc(O)cc2)oc2c(O)c(O)c(O)c(O)c12	53.0*	5.1	8.3	9.2	0.5	-3.7	0.3
32	CO[C@@H]1CN(C)C(=O)c2ccc(NC(=O)C3CCC3)cc2OC[C@H](C)NC[C@H]1C	1.1	0.7[16.7 µM]	-1.0	3.4	1.2	0.0	1.8
33	COc1ccccc1CNC(=O)C[C@@H]1CC[C@@H]2[C@H](COC[C@H](O)CN2Cc2ccccc2)O1	-1.1	-0.9[16.7 µM]	3.4	-10.6	-2.4	-5.3	2.1
34	O=S(=O)(Nc1cccc(-c2cn3c(n2)SCC3)c1)c1ccccc1F	4.2	0.2	-1.6	-3.5	3.0	1.5	-1.6
35	Cc1ccc(C(=O)c2c3ccccc3[n+]([O-])n2CCC(=O)O)cc1	-6.4	1.3	5.6	79.6*	0.0	25.0	-3.2
36	O=C(N=C1SC2CS(=O)(=O)CC2N1c1ccccc1Cl)C1CCCO1 (stereo unspecified)	-4.9	-2.3	-1.2	25.8	0.6	-3.1	0.9
37	Cc1nc2ccccn2c1CN(C)C(=O)C1CCC(=O)N(Cc2cccc(F)c2)C1 (stereo unspecified)	4.5	-1.6	-8.3	1.1	-2.6	-1.7	-4.1
38	CCn1cc(CNC(=O)NC2CCCCC2)c(C)n1	-18.1	.	-0.2	.	1.7	.	.
39	O=C(NCC1CC1)[C@H]1[C@H](CO)[C@H]2Cn3c(ccc(-c4ccccc4)c3=O)[C@@H]1N2Cc1nccs1	-7.0	-3.7[16.7 µM]	-41.0	5.0	-3.0	1.6	-0.8
40	C[C@@H]1CN([C@H](C)CO)C(=O)Cc2cc(N(C)C)ccc2O[C@@H]1CN(C)C(=O)Nc1ccccc1	2.7	-0.1[16.7 µM]	3.9	19.5	1.1	9.1	2.9

The list goes on.
cpd	structure	ARNT TACC3 PPI	miR122 inh	SIRT5 inh	C2C12 statin	ERp5 block	esBAF inh	Cneo AK release
41	COc1cccc(C(C)NC(=O)Nc2cc(Cl)ccc2OC)c1 (stereo unspecified)	-7.4	.	-7.7	.	-5.9	.	-2.5
42	NC(=O)c1ccccc1N/C=C/C(=O)c1ccc(Cl)cc1Cl	4.9	0.2	.	-15.6	.	-10.5	-1.6
43	Cc1ccn(CC(=O)NC2CC(C)(C)Cc3c2cnn3-c2ccc(F)cc2)n1 (stereo unspecified)	-2.4	.	0.1	-2.8	-0.3	42.3*	-2.7
44	O=C(N[C@H]1CCC(=O)N([C@H](CSc2ccc(Br)cc2)Cc2ccccc2)CC1)OCc1ccccc1	29.4	-0.7	.	18.8	2.2	-5.0	-2.8
45	COc1cc(-c2nc(CN3CCN(C(=O)c4ccco4)CC3)c(C)o2)ccc1F	0.5	-1.4	-4.4	-0.2	3.2	-6.4	12.8
46	C[C@@H]1CN([C@H](C)CO)C(=O)c2cc(NC(=O)c3ccccc3)ccc2O[C@@H](C)CCCCO[C@@H]1CN(C)Cc1ccccc1	3.4	-7.5[16.7 µM]	.	.	.	-1.1	0.7
47	CCCCCCCCN1[C@@H](CC(=O)OC)c2cc(C(F)(F)F)ccc2S1(=O)=O	-33.9	-2.0	.	-2.2	-4.6	-8.2	-1.3
48	C[C@H](CO)N1C[C@H](C)[C@H](CN(C)Cc2ccc3c(c2)OCO3)Oc2ccc(NC(=O)c3ccncc3)cc2CC1=O	-7.2	2.5[16.7 µM]	-3.5	2.5	-1.9	-0.6	3.6
49	O=C(NC1CCCCC1)NC1(C(=O)N2CCN3CCCC3C2)CCCCC1 (stereo unspecified)	.	-7.0	.	12.7	.	-1.9	-0.6
50	O=C(Nc1ccon1)Nc1ccc(F)cc1F	0.9	.	2.1	4.1	4.4	0.2	-0.3
51	COc1cc(/C=N/n2c(-c3ccccc3)n[nH]c2=S)cc(OC)c1OC	13.8	6.2	-2.1	.	-4.3	.	-3.3
52	CCCCn1c(NCc2ccccn2)nc2ccccc21	5.4	-1.6	.	.	.	28.1	3.1
53	Cc1noc(/C=C/c2ccco2)c1S(=O)(=O)N1CCC(C(=O)N2CCc3ccccc3C2)CC1	32.8	-4.3	.	-6.3	.	0.7	-1.8
54	Cc1cccc(OCC(=O)NCCNC(=O)c2cccnc2)c1	-4.6	-0.4	-2.9	0.9	-1.5	-2.8	8.6
55	CCc1nnc(NC(=O)CC23CC4CC(CC(C4)C2)C3)s1	-2.2	-6.0	-3.8	5.8	3.6	-6.4	1.2
56	Cc1cc2nnc(SC(C)C#N)n2c2ccccc12 (stereo unspecified)	26.7	-9.4	.	10.4	.	-2.5	-4.2

An unsorted share of the library. About 4% of those tested had a hit in this group.
